NR3A LBD binder – NR3A (human) ligand-binding domain modulation; AID 1259313; Tm shift relative to glycine control, % at 25 µM; 2.5% of 340,000 active; NR3A LBD differential scanning fluorimetry, Tm shift; 0% = protein alone, 100% = glycine-bound protein;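 active means melting temperature shift of at least 10% of the positive control shift, at one fixed dose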
MPTP block – inhibitors of mitochondrial permeability transition pore. isolated mouse mitochondria, Ca2+ swelling absorbance, 30 min. 1.4% of 360,000 active. inhibition, % at 10 µM;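 active means inhibition of 50% or more, scaled per plate between neutral and stimulator controls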;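 further: 0% = DMSO wells given calcium and 100% = 1 mM EGTA wells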
hIAP inh – human IAP inhibition. inhibition, % at 10 µM. P09923. purified IAP, CDP-Star luminescence, 30 min. AID 2544. 0.12% of 330,000 active;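 active means inhibition reaching a set limit with compound at 10 µM in the primary screen, cut at about 35% in these data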;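 further: plate controls were DMSO wells with enzyme for no effect and no-enzyme buffer wells for full effect; values of inactives mirror those of a sister screen read the other way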
Target sequence (P09923 whole entry, looked up): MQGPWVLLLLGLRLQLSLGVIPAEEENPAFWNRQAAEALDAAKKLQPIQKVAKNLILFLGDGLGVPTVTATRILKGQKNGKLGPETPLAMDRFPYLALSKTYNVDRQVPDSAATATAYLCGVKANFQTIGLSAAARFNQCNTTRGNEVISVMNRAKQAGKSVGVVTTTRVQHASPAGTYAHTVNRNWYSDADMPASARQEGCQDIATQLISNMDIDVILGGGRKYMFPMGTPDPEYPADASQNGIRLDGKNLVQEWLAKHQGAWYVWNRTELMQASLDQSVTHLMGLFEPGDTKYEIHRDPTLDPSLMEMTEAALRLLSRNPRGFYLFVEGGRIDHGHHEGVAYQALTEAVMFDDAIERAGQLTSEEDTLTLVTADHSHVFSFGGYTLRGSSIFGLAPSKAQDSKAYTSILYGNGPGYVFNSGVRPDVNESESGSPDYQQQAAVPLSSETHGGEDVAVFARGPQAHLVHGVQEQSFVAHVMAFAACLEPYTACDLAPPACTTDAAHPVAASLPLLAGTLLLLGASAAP
A3A deaminase – human APOBEC3A DNA deaminase inhibition; P31941; recombinant A3A, FAM/TAMRA ssDNA deamination fluorescence; inhibition, % at 20 µM; 0.41% of 330,000 active;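 active means at least 40% inhibition at 20 µM here, with at most 30% in a related deaminase screen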;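 further: plate controls were A3A with DMSO for no effect and wells lacking A3A enzyme for full effect; some results filed as inactive read as strong as hits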
Target sequence (P31941 whole entry, looked up): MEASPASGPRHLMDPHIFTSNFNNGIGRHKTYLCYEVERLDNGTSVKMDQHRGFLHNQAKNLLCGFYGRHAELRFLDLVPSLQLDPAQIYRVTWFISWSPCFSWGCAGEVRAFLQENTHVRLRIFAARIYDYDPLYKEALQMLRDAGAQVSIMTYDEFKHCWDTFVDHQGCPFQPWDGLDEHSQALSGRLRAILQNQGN
hIAP activ – increases human intestinal alkaline phosphatase activity; P09923; purified human IAP, CDP-Star luminescence, 30 min; active compounds read high; 1 = vehicle-only enzyme, 0 = enzyme-free background; activation factor at 10 µM; 0.16% of 330,000 active;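 active means activation factor of the enzyme at least 2-fold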; further: the source names both 10 and 20 µM as test concentration; values of inactives mirror those of a sister screen read the other way
mIAP block – mouse IAP inhibition; purified mouse IAP, CDP-Star luminescence, 30 min; inhibition, % at 10 µM; 0.2% of 330,000 active; AID 2806;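 active means inhibition of at least 40% at 10 µM in the primary screen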;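 further: plate controls were DMSO with enzyme for no effect and no enzyme wells for full effect; values of inactives mirror those of a sister screen read the other way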
A3G deaminase – APOBEC3G (human) deaminase inhibition | recombinant A3G, ssDNA deamination FAM/TAMRA fluorescence | inhibition, % at 20 µM | 0.28% of 330,000 active | AID 493012;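 active means inhibition of at least 40% at 20 µM, with no more than 30% in the related APOBEC3A deaminase screen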;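 further: plate controls were DMSO wells with A3G for no effect and wells lacking A3G enzyme for full effect; some compounds called inactive have numbers as strong as hits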
mIAP act – increases mouse intestinal alkaline phosphatase activity; 0.24% of 330,000 active; activation factor at 10 µM; muIAP, CDP-Star luminescence, 30 min; active compounds read high; 1 = vehicle-only enzyme signal, 0 = enzyme-free wells;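 active means activation factor of at least 2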; further: the source names both 10 and 20 µM as test concentration; values of inactives mirror those of a sister screen read the other way
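System: mouse IAP enzyme. Reagent: CDP-Star chemiluminescent phosphatase substrate. Benchmarks: DMSO wells, no-enzyme wells. Times: 30 min enzyme-substrate-compound incubation at room temperature. Detection: luminescence from enzymatic CDP-Star hydrolysis. Doses: test compounds delivered from DMSO solution.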
MIN6 prolif – inducers of beta-cell replication in MIN6 cells; MIN6 cells proliferation, ATPlite luminescence, 48 h; cells starved in 0.2% serum; 100% = growth in 10% serum; proliferation, % at 10 µM; 0.29% of 330,000 active; AID 2380;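 active means compounds whose signal lies at least 3.5 SD above the mean of all wells on their plate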;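 further: 0% = DMSO-treated cells in low-serum medium and 100% = 10% serum control; some compounds called inactive have numbers as strong as hits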
* hit, by the source's call; nt = not tested or not shown.

| SMILES | NR3A LBD binder | MPTP block | hIAP inh | A3A deaminase | hIAP activ | mIAP block | A3G deaminase | mIAP act | MIN6 prolif |
| --- | --- | --- | --- | --- | --- | --- | --- | --- | --- |
| CCN(CC(=O)Nc1ccccc1C(F)(F)F)CC(=O)NC1CC1 | 0 | -1.5 | -13 | 0 | 1.1 | -3 | -10 | 1 | 3 |
| COc1ccccc1N1CN(Cc2ccccc2)CNC1=S | -5 | 3.0 | 7 | -3 | 0.93 | -3 | -7 | 1 | -2 |
| COC(=O)c1ccccc1S(=O)(=O)N1CCC(C(=O)OCC(=O)NC2CCCCC2C)CC1 (stereo unspecified) | 1 | -1.2 | 7 | 4 | 0.93 | -1 | -5 | 1 | 1 |
| CCN1CCCC1CNC(=O)c1cc2c(=O)n(C)c3ccccc3c2n1C (stereo unspecified) | 1 | -3.0 | 10 | 7 | 0.9 | 10 | 12 | 0.9 | 3 |
| COc1ccc(OC)c(S(=O)(=O)Nc2ccccc2C(F)(F)F)c1 | 2 | -0.4 | 8 | 4 | 0.92 | 2 | 2 | 0.98 | -1 |
| COc1ccc(NS(=O)(=O)c2cccc(C(=O)NCCCN3CCCC3=O)c2)cc1 | 2 | 2.9 | 3 | 0 | 0.97 | -2 | -6 | 1 | 0 |
| COc1ccc(C(=O)COC(=O)C(CC(C)C)N2C(=O)c3ccccc3C2=O)cc1 (stereo unspecified) | 2 | 4.7 | 11 | -4 | 0.89 | 4 | -1 | 0.96 | -4 |
| Cc1ccccc1C1=NC(C(F)(F)F)(C(F)(F)F)c2c(n(-c3ccc(F)cc3)c(=O)[nH]c2=O)N1 | 1 | 0.8 | -5 | 5 | 1.1 | 3 | -8 | 0.97 | 0 |
| CN(C1CCCC1)C1CCN(C(=O)CNC(=O)/C=C/c2cccc(C(F)(F)F)c2)CC1 | 0 | 0.4 | 7 | -1 | 0.93 | 2 | -4 | 0.97 | -2 |
| C=CCNC(=O)CSc1ccc(Cl)cc1 | -14 | -0.9 | 7 | 3 | 0.93 | -2 | -1 | 1 | -1 |
| CCCCn1c(N)c(N(CCOC)C(=O)COC(=O)c2cc(CCC)c(C)s2)c(=O)[nH]c1=O | 0 | 0.4 | -8 | 28 | 1.1 | -1 | -7 | 1 | -2 |
| CC(C)NC(=O)N(C)C[C@@H]1Oc2ccc(NC(=O)CCN3CCOCC3)cc2CC(=O)N([C@@H](C)CO)C[C@@H]1C | 0 | -1.7 | -10 | 4 | 1.1 | 1 | 7 | 0.99 | -2 |
| c1cc2c(cc1C1CCCCC1)c1c3n2CCCNC3CCC1 (stereo unspecified) | 0 | 80* | -2 | 1 | 1 | 0 | 1 | 1 | -5 |
| COc1ccc2c(c1)C(c1cccs1)=NNC(c1ccncc1)=N2 | -2 | 1.0 | 8 | 0 | 0.92 | 7 | -6 | 0.93 | 1 |
| COc1ccc(C2=[N+](C)CCn3cccc32)c(OC)c1 | -2 | 0.9 | 5 | 63* | 0.95 | -4 | 14 | 1 | -4 |
| Cc1nn2c(NCCCn3ccnc3)cc(C(C)C)nc2c1-c1ccccc1 | -2 | -3.9 | -8 | -2 | 1.1 | 6 | -3 | 0.94 | -3 |
| CC(C)Oc1cc(NC(=O)CSCC(=O)Nc2cccc(C(F)(F)F)c2)c(Cl)cc1Cl | 9 | 46 | 4 | 4 | 0.96 | -2 | -2 | 1 | -4 |
| O=C(COC(=O)C1=COCCO1)Nc1ncc(Cl)cc1Cl | 1 | -4.0 | 0 | 2 | 1 | 1 | -2 | 0.99 | -2 |
| Cc1ccc(N2C(=O)C(Cl)=C(N3CCCCCC3)C2=O)c(C)c1 | 1 | -1.0 | 15 | -1 | 0.85 | 3 | -7 | 0.97 | -2 |
| CC(NC(=O)c1ccccc1F)c1nnc(SCC(=O)Nc2nnc(C3CC3)s2)n1C (stereo unspecified) | nt | 0.0 | -1 | -5 | 1 | 0 | -12 | 1 | 4 |
| CN(C)/C=C/C(=O)c1cnc(-c2ccccc2)s1 | 0 | 1.5 | -2 | -5 | 1 | 5 | -2 | 0.95 | -4 |
| O=C(NCCN1CCN(Cc2ccccc2)CC1)c1cc2c(=O)[nH]c3ccccc3c2s1 | -1 | -0.4 | -33 | -1 | 1.3 | 9 | -1 | 0.91 | -4 |
| CCOC(=O)c1nnc(-c2ccc(C)cc2)nc1Sc1ccccc1Cl | 0 | -1.9 | -14 | 3 | 1.1 | 1 | 1 | 0.99 | -4 |
| CCC(=O)N(C)CCc1cc2c(c(OC)c1/C=N/NC(=O)c1ccccc1O)OCO2 | 1 | 1.9 | 4 | -2 | 0.96 | -3 | -6 | 1 | 0 |
| CN1CCN(CCCNC(=O)Cn2ncc3c4ccccc4n(C)c3c2=O)CC1 | 0 | -1.6 | 6 | 1 | 0.94 | -6 | -9 | 1.1 | -2 |
| COc1ccc(C2c3cc(OC)c(OC)cc3CCN2C(=O)c2ccccc2)cc1OC (stereo unspecified) | -10 | 1.1 | -31 | 0 | 1.3 | -3 | -5 | 1 | -3 |
| CCOC(=O)C1CCN(C(=O)CN(c2cc(OC)ccc2OC)S(=O)(=O)c2ccccc2)CC1 | 5 | -3.5 | 6 | -2 | 0.94 | 4 | 8 | 0.96 | -2 |
| Cc1ccc(C)c(OCC(=O)O/N=C(\N)c2cccnc2)c1 | -1 | 2.4 | -6 | -1 | 1.1 | 0 | -2 | 1 | -2 |
| Cc1ccc(C(C)C)c(OCCN(C)C)c1 | 1 | 0.1 | -12 | -1 | 1.1 | -6 | -2 | 1.1 | -2 |
| COc1ccc(/C=C/C(=O)C2(O)CCCCC2)cc1OC | -1 | -0.4 | 3 | -2 | 0.97 | -3 | -2 | 1 | -1 |
| O=C(Nc1cccnc1Cl)c1cccc(S(=O)(=O)N2CCOCC2)c1 | 0 | 0.4 | -10 | -3 | 1.1 | 1 | -3 | 0.99 | -2 |
| O=C(NCC1COc2ccccc2O1)c1cc2ccccc2o1 (stereo unspecified) | -1 | -4.7 | -15 | -2 | 1.2 | 4 | -1 | 0.96 | -3 |
| C/C(CC(=O)Nc1cccc(C(F)(F)F)c1)=N\NC(=O)C1CCCCC1 | 0 | 2.6 | 23 | 0 | 0.77 | -2 | -5 | 1 | -1 |
| COc1ccc(NC(=O)NCCN2C(=O)C3C4C=CC(C4)C3C2=O)cc1 (stereo unspecified) | -1 | -0.7 | 13 | 2 | 0.87 | 6 | 1 | 0.94 | 6 |
| COc1cccc(-c2nc(SC)nc3sc(C(=O)NC(C)(C)C)c(N)c23)c1 | 3 | 1.6 | 7 | -4 | 0.93 | 9 | -15 | 0.91 | -6 |
| CCc1csc(CCNC(=O)C2CCC(=O)N(Cc3ccccc3F)C2)n1 (stereo unspecified) | 2 | 0.3 | -4 | 0 | 1 | 4 | -10 | 0.96 | -3 |
| C=CCn1c(SCC(=O)N2CCCC2)nc2cc(C(=O)NCC3CCCO3)ccc2c1=O (stereo unspecified) | 1 | 0.4 | 14 | -1 | 0.86 | -2 | -6 | 1 | -2 |
| CC(=O)c1c(C)[nH]c(C(=O)Nc2cccc(C(F)(F)F)c2)c1C | -6 | 70* | -17 | -4 | 1.2 | -28 | -11 | 1.3 | -3 |
| COC(=O)c1ccc(Cn2nnc3c(=O)[nH]c(C4CCCN(S(=O)(=O)c5ccccc5Cl)C4)nc32)cc1 (stereo unspecified) | -3 | -0.7 | -4 | -3 | 1 | 7 | -6 | 0.93 | -3 |
| COCCNC(=O)c1ccccc1NC(=O)C1COc2ccccc2O1 (stereo unspecified) | 0 | -1.3 | 12 | 4 | 0.88 | 0 | -2 | 1 | -2 |
| O=C(c1ccccc1)c1cn[nH]c1-c1ccccc1O | -1 | 0.2 | -59 | -4 | 1.6 | 9 | -6 | 0.91 | -4 |
| CCOCC(=O)Nc1nnc(Cc2ccc(OC)c(OC)c2)s1 | 0 | -0.8 | -7 | -1 | 1.1 | -2 | 0 | 1 | 1 |
| CC(C)c1ccccc1NC1=CC(=O)CC(C)(C)C1 | -3 | -0.8 | 4 | 1 | 0.95 | -2 | -7 | 1 | 0 |
| CCN(CC)C(=O)N1CCN(S(=O)(=O)c2c(C)cc(C)cc2C)CC1 | -80 | -1.9 | -25 | 1 | 1.2 | 1 | -7 | 0.99 | 0 |
| COc1ccc(SC[C@H](Cc2ccccc2)N2CCN(CCc3ccccc3)CCC2=O)cc1 | 4 | 1.2 | 11 | 1 | 0.89 | 2 | -2 | 0.98 | -7 |
| COc1ccccc1N1CCN(Cc2ccsc2)CC1 | -2 | 0.7 | -6 | -3 | 1.1 | -3 | -9 | 1 | 1 |
| C=CCN=C1N[C@@H](c2ccccc2)C(C(=O)OC)=C(C)N1CC | 1 | 0.4 | -6 | 66* | 1.1 | -1 | 23 | 1 | 1 |
| CCc1ccc(C2C(C#N)=C(N)Oc3n[nH]c(CC(=O)OC)c32)cc1 (stereo unspecified) | -1 | -8.1 | -8 | -8 | 1.1 | 6 | -5 | 0.94 | -3 |
| CC(C)C1N=C2c3ccccc3N=C(SCc3cc(=O)n4cc(Cl)ccc4n3)N2C1=O (stereo unspecified) | -3 | 1.1 | 9 | 6 | 0.91 | -1 | -4 | 1 | 1 |
| O=c1c2c3nc4ccccc4nc3n(/N=C/c3ccncc3)c2ncn1-c1ccccc1 | 3 | 1.8 | 1 | 0 | 0.99 | -6 | -8 | 1.1 | 0 |
| COc1ccc(S(=O)(=O)Nc2cc3c4c(c2)CCN4C(=O)CC3)cc1C | 3 | 0.5 | -6 | -2 | 1.1 | 6 | -8 | 0.94 | -2 |
| O=[N+]([O-])c1ccc2c(c1N1CCCCC1)=NC1(CCCCC1)[N+]=2[O-] | -2 | 58* | 6 | 2 | 0.94 | 14 | -5 | 0.86 | -4 |
| Cc1cc(C)c(S(=O)(=O)N2CCOCC2)cc1NS(=O)(=O)c1cc(OCC(N)=O)c(C)cc1Cl | -1 | 0.9 | -10 | 0 | 1.1 | -2 | -3 | 1 | -2 |
| Cc1cc(C)nc(NS(=O)(=O)c2ccc(NC(=O)c3snnc3C)cc2)n1 | 5 | -1.6 | 2 | 1 | 0.98 | 2 | 8 | 0.98 | -3 |
| CC1Cc2ccccc2N1C(=O)CCn1c(=O)oc2ccccc21 (stereo unspecified) | -1 | -2.7 | -4 | -1 | 1 | -8 | -2 | 1.1 | 1 |
| CNC(=S)N/N=C/C1=CCC2CC1C2(C)C (stereo unspecified) | -3 | -6.1 | 0 | -2 | 1 | 2 | 1 | 0.98 | 1 |
| CCOc1ncccc1C(=O)OCC(=O)Nc1ncc(C(F)(F)F)cc1Cl | -6 | 0.8 | -36 | 2 | 1.4 | -10 | -1 | 1.1 | 1 |
| CCCNC(=O)c1ccc(-c2nc3ccccc3s2)s1 | -4 | -3.8 | -6 | 9 | 1.1 | 2 | 0 | 0.98 | -5 |
| CCn1c(O)c(/C=C2\C=Nc3ccccc32)sc1=O | -13 | 22 | -6 | 0 | 1.1 | 4 | -2 | 0.95 | -6 |

Shown with two lines to a compound: entries from further up
Results follow in this order: NR3A LBD binder	MPTP block	hIAP inh	A3A deaminase	hIAP activ	mIAP block	A3G deaminase	mIAP act	MIN6 prolif
- CCCNC(=O)c1ccc(-c2nc3ccccc3s2)s1
  -4	-3.8	-6	9	1.1	2	0	0.98	-5
- CCn1c(O)c(/C=C2\C=Nc3ccccc32)sc1=O
  -13	22	-6	0	1.1	4	-2	0.95	-6
